# Bioassay records: PubChem, several laboratories
# HIF-2a block: HIF-2a inhibition | 786-0 RCC cells HIF-2a reporter, luciferase luminescence, overnight | inhibition, % at 18.8 µM | 0.72% of 360,000 active | AID 624352;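 active = inhibition of the luminescence signal of 40% or more relative to plate controls, in a single-dose primary screen at 18.75 µM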
# Shn3 3UTR inh: inhibitors of Schnurri-3 3'UTR reporter in osteoblasts; 0.52% of 360,000 active; AID 588674; Clone20 osteoblast Shn3 3'UTR firefly luciferase, 24 h; inhibition, % at 12.5 µM;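 active = mean inhibition of at least 75% with every replicate also reaching 75%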;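 note: 0% = median of neutral control wells and 100% = pilot-screen positive control compound; some compounds past the cut are filed as inactive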
# CaV13 ICDI inh: Primary screen for inhibitors of IQ motif and Ca2+-dependent inactivation inhibitor domain binding in CACNA1D, Förster resonance energy transfer in living cells, …; HEK cells, CFP/YFP FRET ICDI-IQ, plate reader, 10 min; percent FRET-ratio fall versus neutral wells; 0.098% of 340,000 active; inhibition, % at 12.3 µM;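 active = mean replicate inhibition of at least 30% and at least 1% of replicates passing that level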;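 note: 0% = median of the neutral control wells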
# Peg3 prom inh: inhibitors of Peg3 promoter | HeLa PEG-Prom luciferase reporter, luminescence, overnight | 1.7% of 360,000 active | AID 588405 | inhibition, % at 20 µM;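 active = inhibition of at least 50% at 20 µM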
# NR2E3 ag-1: NR2E3 (human) agonism; Q9Y5X4; GST-NR2E3/biotin-RetCOR TR-FRET, 1536-well; inhibition of corepressor binding, % at 4.78 µM; 0.12% of 320,000 active; AID 2300;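 active = percent inhibition above the cutoff of mean plus 3 SD of all tested compounds, set per screening campaign, cut at about 20% in these data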;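 note: 0% = DMSO wells and 100% = biotin wells as full block of FRET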
# Target sequence (Q9Y5X4 whole entry, looked up): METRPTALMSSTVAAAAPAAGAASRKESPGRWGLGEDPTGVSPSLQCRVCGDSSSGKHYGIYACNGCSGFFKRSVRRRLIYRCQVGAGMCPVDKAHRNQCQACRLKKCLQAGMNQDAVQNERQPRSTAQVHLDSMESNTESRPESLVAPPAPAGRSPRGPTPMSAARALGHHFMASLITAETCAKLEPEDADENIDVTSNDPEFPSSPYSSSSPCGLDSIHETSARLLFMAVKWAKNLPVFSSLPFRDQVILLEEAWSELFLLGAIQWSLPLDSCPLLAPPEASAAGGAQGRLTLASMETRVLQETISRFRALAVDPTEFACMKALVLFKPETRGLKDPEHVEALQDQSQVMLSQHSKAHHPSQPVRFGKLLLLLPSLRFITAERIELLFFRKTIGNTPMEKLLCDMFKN
#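 System: GST-NR2E3 and biotin-RetCOR proteins; probe or stimulus: 7 nM biotin-RetCOR; doses: compound at 4.8 µM, single dose; schedule: Compound–protein incubation for 5 h at 4 °C; detection: time-resolved FRET; read-out: percent inhibition; controls: biotin wells as high control, 0.6% DMSO wells as low control; format: 1536-well plates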
# Vif inh: inhibitors of HIV Vif. HEK293T cells, Vif self-association by quenched fluorescence, imaging, 24 h. inhibition, % at 7.49 µM. 0.35% of 340,000 active. AID 602346; in the data active = inhibition above about 50%, passing the limit was not always enough; note: some results filed as inactive read as strong as hits
# KKLEB tox: reduces viability of KKLEB cystic fibrosis airway cells. 0.36% of 360,000 active. activity change (cytotoxicity), % at 5 µM. KKLEB CF airway cells viability, ATPlite luminescence, overnight; stronger effect = lower value; cells stimulated with P. aeruginosa culture filtrate. AID 602141;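 active = corrected activity change at or below -50% at 5 µM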
# PDI turbidity: blocks human protein disulfide isomerase activity; inhibition, % at 10 µM; P07237; PDI insulin aggregation turbidity, A650, 90 min; 0.052% of 350,000 active; AID 588391;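 active = mean inhibition across replicates of 30% or more, whatever share of single replicates reach that level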;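 note: absorbance from insulin aggregation driven by PDI reduction with DTT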
# Target sequence (P07237 whole entry, looked up): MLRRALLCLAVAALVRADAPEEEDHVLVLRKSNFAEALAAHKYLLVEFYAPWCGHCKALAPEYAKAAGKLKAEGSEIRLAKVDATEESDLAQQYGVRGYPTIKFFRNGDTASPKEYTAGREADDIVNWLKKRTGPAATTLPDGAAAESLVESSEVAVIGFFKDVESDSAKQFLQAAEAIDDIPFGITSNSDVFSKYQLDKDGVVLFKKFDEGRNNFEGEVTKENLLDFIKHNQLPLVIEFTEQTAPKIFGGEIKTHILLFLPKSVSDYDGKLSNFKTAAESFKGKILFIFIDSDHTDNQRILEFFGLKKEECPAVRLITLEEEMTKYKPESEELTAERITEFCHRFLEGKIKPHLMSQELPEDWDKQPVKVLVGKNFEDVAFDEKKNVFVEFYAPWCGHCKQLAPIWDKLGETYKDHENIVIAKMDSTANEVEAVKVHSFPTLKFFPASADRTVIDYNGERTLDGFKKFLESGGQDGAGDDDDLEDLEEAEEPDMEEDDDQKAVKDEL
# TRPM1 prom inh: inhibitors of MITF-driven TRPM1 promoter in melanoma cells. SK-MEL-5 TRPM1 promoter luciferase, 24 h. inhibition, % at 12.5 µM. 0.83% of 330,000 active;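 active = mean inhibition across replicates of 60% or more, whatever share of single replicates reaches that level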; note: values of inactives mirror those of a sister screen read the other way
# NR2E3 ag-2: agonists of human NR2E3 nuclear receptor; Q9Y5X4; CHO-S Gal4-NCOR/VP16-NR2E3 two-hybrid, luciferase; inhibition of corepressor binding, % at 3.98 µM; 0.35% of 360,000 active; AID 602229;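 active = inhibition above the mean of all tested compounds plus 3 SD, cut at about 70% in these data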;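 note: 0% = DMSO with NR2E3 transfected cells and 100% = cells lacking NR2E3 construct; higher means lower luciferase signal from less NR2E3 corepressor binding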
# CF NFkB block: blocks PAF-induced NF-kB reporter in cystic fibrosis cells. 0.86% of 360,000 active. KKLEB NF-kB-GFP reporter, GFP fluorescence overnight. inhibition, % at 5 µM;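 active = at least 50% inhibition at 5 µM, scaled per plate between neutral and stimulator controls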;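 note: PAF is a Pseudomonas aeruginosa culture filtrate used as stimulus; plate controls were PAF-stimulated DMSO wells for no effect and unstimulated DMSO wells for full effect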
# * = called active by the depositor; nt = not tested or not shown.
# Second line of a record – HIF-2a block, Shn3 3UTR inh, CaV13 ICDI inh, Peg3 prom inh, NR2E3 ag-1, Vif inh, KKLEB tox, PDI turbidity, TRPM1 prom inh, NR2E3 ag-2, CF NFkB block
[1] COc1ccc(N2CCN(c3ccc(S(=O)(=O)N(C(C)C)C(C)C)cn3)CC2)cc1
→ 13, 74, -2, 11, 3, 2, 10, 0, 17, 3, 5
[2] O=C1c2ccccc2NC(c2ccc(Cl)cc2Cl)N1Cc1ccccc1 (stereo not drawn)
→ 13, 6, -2, 28, 1, -7, -9, -7, 5, -31, 2
[3] Nc1nncn1C(=O)c1c(Cl)cccc1Cl
→ 3, -11, -8, 15, -2, -8, 5, -2, -20, -14, 6
[4] COC(=O)c1cnn2c1C(=O)N(Cc1cccs1)CC2
→ 14, 2, -3, 22, -1, -6, -11, 1, 4, -5, -10
[5] Cc1ccc(CSc2nnc([C@@H]3CCCN3)o2)cc1
→ 8, 4, -4, 1, 2, 5, 1, 3, -6, -16, 6
[6] COc1ccccc1CNC(=O)COC(=O)COc1ccccc1F
→ 17, 4, -5, 9, 1, 7, 3, -6, -1, 24, 7
[7] Cc1cnn(C(=O)c2cc(-c3ccccc3)nc3ccccc23)c1
→ -6, 10, -12, 3, 5, -8, 10, -1, 6, 5, -18
[8] CCNC(=S)Nc1ccc2c(c1)oc1ccccc12
→ -311, -61, -5, -266, 0, -6, 6, 11, -75, -106, -11
[9] O=C(Nc1cccn(Cc2ccccc2)c1=O)NC1CCCCC1
→ -7, 5, -4, 0, -1, 0, 6, -4, 7, -4, -1
[10] O=C(c1ccco1)N1CCN(c2ccc(Cl)c(Cl)c2)CC1
→ -276, -13, -5, -154, -1, -2, 5, 1, -58, -14, 8
[11] COc1cccc(C(=O)Nc2ccc(NC(C)=O)cn2)c1
→ -176, -51, -4, -25, -1, 12, -5, 4, -55, -25, 7
[12] O=C1NCCN1CCNS(=O)(=O)c1ccc(F)c(Cl)c1
→ 11, 2, -4, 9, -1, 14, 9, -12, 10, 2, -2
[13] O=C(Cc1ccc([N+](=O)[O-])cc1)N/N=C/c1cccnc1
→ 20, 2, -4, 7, 4, -1, 1, 7, 4, -8, -11
[14] CCC1=[N+](CC(=O)c2ccc(Br)cc2)CCn2c(C)ccc21
→ -201, -47, -6, -140, 2, -3, -1, 2, -48, -5, -17
[15] C=C(C)C(=O)N1CC2(CC(c3cccc(NC(=O)CCCCC)c3)=NO2)C[C@H]1C(N)=O (stereo partly drawn)
→ 7, -15, -10, -9, -1, nt, 8, -3, 5, 10, -3
[16] Cc1ccc(CNC(=O)C2CCCN(c3nc(C)cc(C)n3)C2)cc1 (stereo not drawn)
→ 11, 14, 1, 7, 3, 1, 11, 3, 9, -4, -7
[17] CCCOc1ccc(-c2nnn(CC(=O)c3ccc4c(c3)OCCO4)n2)cc1
→ 4, 8, -10, -8, 5, 10, 14, 0, -3, 6, -21
[18] CCOC(=O)/C=C1/SCC(=O)N1CCOc1cccc(Br)c1
→ -18, 20, -5, -4, nt, 10, 12, -5, -3, 4, 2
[19] C(=Nc1cccc2c(N=Cc3ccco3)cccc12)c1ccco1
→ -10, 9, nt, -5, -13, 9, -17, 2, 18, -25, 4
[20] Cc1cc2cc3c(cc2nc1SCC(=O)Nc1nc(C)c(C)s1)OCO3
→ 5, 65, -5, 23, -1, 1, -16, -5, 17, -3, -19
[21] CC(=O)N1CCN(C(=O)CSc2nnc(C)n2-c2ccccc2)CC1
→ 14, 13, -20, 5, -2, -12, 9, 2, -1, -19, -3
[22] O=c1ccc(-c2ccccc2)nn1Cc1ccccc1F
→ -62, -9, 6, -8, nt, -1, -2, 4, -8, 2, -8
[23] Cc1ccc(NC(=O)Cn2nnc3ccccc32)cc1
→ -200, -86, 3, -173, 1, -7, 2, 23, -52, -51, 9
[24] CC1=NN(C(N)=S)C(=O)C1N=Nc1ccccc1[N+](=O)[O-] (stereo not drawn)
→ 3, -38, -10, 3, nt, -2, 7, 13, nt, -1, -29
[25] CCCc1cc(=O)oc2c(C)c(OCC(=O)Nc3ccc(CN4CCOCC4)cc3)ccc12
→ -11, 8, -16, 6, 2, 4, -1, 12, -28, 8, -26
[26] CN(C)CCCN1C(=O)C(O)=C(C(=O)c2cc3ccccc3o2)C1c1ccccn1 (stereo not drawn)
→ 3, 5, -3, 4, nt, 3, 11, 8, -7, -3, -10
[27] CCC1/C(=N\O)CC(c2ccco2)NC1c1ccco1 (stereo not drawn)
→ 8, -50, nt, 4, 0, 6, 2, 9, -3, -1, -36
[28] COc1ccc2c(CC(=O)OCC(=O)Nc3ccc4c(c3)OCO4)coc2c1
→ -5, 3, -5, -7, 1, 4, -2, -2, 19, 7, 13
[29] Cc1ccc(-n2c(SCC(=O)NCC3CCCO3)nc3n[nH]c(C)c3c2=N)cc1Cl (stereo not drawn)
→ 33, -1, 0, 20, -1, -13, -1, -8, 16, 34, 6
[30] Cn1c(Cn2c3ccccc3c3ccccc32)n[nH]c1=S
→ 12, -19, -18, 2, 2, -1, 1, -3, -1, -11, -5

# Some entries already given with just Vif inh and NR2E3 ag-1.
cpd	structure	Vif inh	NR2E3 ag-1
1	COc1ccc(N2CCN(c3ccc(S(=O)(=O)N(C(C)C)C(C)C)cn3)CC2)cc1	2	3
19	C(=Nc1cccc2c(N=Cc3ccco3)cccc12)c1ccco1	9	-13

# Continued:
# Second line of a record – HIF-2a block, Shn3 3UTR inh, CaV13 ICDI inh, Peg3 prom inh, NR2E3 ag-1, Vif inh, KKLEB tox, PDI turbidity, TRPM1 prom inh, NR2E3 ag-2, CF NFkB block
[31] O=C(COC(=O)c1cc([N+](=O)[O-])ccc1N1CCOCC1)c1ccc(Br)cc1
→ 8, 12, -6, 23, 4, 31, 8, 7, 7, -16, -2
[32] O=C(CSc1nccc(=O)[nH]1)c1ccco1
→ 7, -7, -5, 1, -3, 1, 1, 3, 12, 9, 2
[33] O=[N+]([O-])c1cccc(C(=S)N2CCN(c3ccccc3)CC2)c1
→ 0, -4, -5, -1, -1, 1, 8, -1, -3, -26, 4
[34] O=C(Nc1ccc(F)cc1)N1CCCC(c2nc3c(nnn3Cc3ccccc3Cl)c(=O)[nH]2)C1 (stereo not drawn)
→ 7, 9, -5, 19, 2, 0, -2, -6, 11, -24, -18
[35] C[C@@H]1CN([C@@H](C)CO)C(=O)CCCn2nncc2CO[C@@H]1CN(C)C(=O)Nc1ccc(N2CCN(C)CC2)cc1
→ -3, -20, -4, -1, nt, -6, -6, -1, nt, -10, -1
[36] CCn1nc(CC(=O)Nc2nnc(CC(=O)N3CCCCC3)s2)c2ccccc2c1=O
→ -1, -35, nt, 4, nt, nt, 3, -4, 2, -6, 11
[37] CCCCn1c(N)c(N(CCOC)C(=O)COC(=O)CCOc2ccccc2C)c(=O)[nH]c1=O
→ 10, -11, -6, -6, -3, 2, -5, 1, -3, -7, 7
[38] CCCCN(CCCC)CCNC(=O)CN1C(=O)COc2ccc(S(=O)(=O)N3CCOCC3)cc21
→ 14, -6, -7, 3, -2, 5, 0, -6, -5, -16, -34
[39] CC1CCC(C(C)C)C(OCC(O)CNC(C)(C)C)C1 (stereo not drawn)
→ 13, 9, -6, 12, 1, -16, 4, 2, 6, -4, -7
[40] Cc1onc(-c2c(F)cccc2Cl)c1C(=O)Nc1cccc(S(=O)(=O)N2CCOCC2)c1
→ 7, 10, -3, 16, nt, -8, 12, -2, 1, 18, -4
[41] O=C(Nc1cccc2ccccc12)N1CCN(Cc2ccccc2)CC1
→ -7, 13, -2, -22, 1, 4, -2, -3, 13, -15, 9
[42] O=C(c1cc2cc(F)ccc2[nH]1)N1CCN(Cc2ccc3c(c2)OCO3)CC1
→ 12, 4, -5, 17, -2, 6, 1, -1, 17, 8, 0
[43] COc1cc(OC)cc(-c2nc(-c3cccs3)no2)c1
→ -206, -66, 0, -213, 2, -1, -2, -2, -44, -47, -36
[44] CC(C)NS(=O)(=O)c1ccc(CCC(=O)N2CCc3ccccc3C2)cc1
→ 9, -2, -5, -4, -1, -1, 9, -3, 7, 15, 0
[45] N/C(=N\OC(=O)c1cnn(-c2ccccc2)c1C(F)(F)F)c1cc(C(F)(F)F)cc(C(F)(F)F)c1
→ 17, -1, -13, 1, -1, -8, -13, 4, -3, nt, 17
[46] COCC1CCN(C(=O)c2ccc(OC)c(OC3CCN(C(C)C)CC3)c2)CC1
→ -30, 18, -6, -19, nt, -1, -8, 4, -2, -23, 24
[47] Cc1nc(C)c(C(=O)NNS(=O)(=O)c2ccccc2)s1
→ 9, 5, -6, 10, 0, 15, 17, 5, 8, -1, -8
[48] C=CCSc1ncccc1C(=O)NCc1ccccc1
→ 11, -13, -7, 15, -1, 3, -10, -3, 0, -2, -7
[49] C=CCc1ccccc1OCCn1nnc2ccccc21
→ 8, 3, -20, 5, 5, -8, -15, -2, -6, 7, 6
[50] O=c1cc(N/N=C/c2ccccc2)[nH]c(=O)[nH]1
→ -27, 74, -2, -1, 1, 1, -9, 7, 22, -17, 16
[51] COc1ccc(C(=O)NC(=S)NNC(=O)c2ccncc2)cc1Br
→ -10, 1, -3, -4, 2, -2, 23, 7, 9, 12, -36
[52] CC(C)(O)c1cc(=O)sc2nc3ccccc3n12
→ -129, -38, -6, -251, -3, -17, 3, 0, -29, -114, 7
[53] CN(C)S(=O)(=O)c1ccc(NC(=O)C2CC(=O)N(Cc3ccccc3Cl)C2)cc1 (stereo not drawn)
→ 14, 13, -7, 14, 0, -8, -1, -2, 17, 17, -9
[54] OCC1CCN(Cc2nc(Cc3ccccc3Cl)no2)CC1
→ -13, -7, -7, 1, -1, 0, 17, 7, -12, 0, -13

# Entries shown so far with an aryl methoxy group (7):
# Second line of a record – HIF-2a block, Shn3 3UTR inh, CaV13 ICDI inh, Peg3 prom inh, NR2E3 ag-1, Vif inh, KKLEB tox, PDI turbidity, TRPM1 prom inh, NR2E3 ag-2, CF NFkB block
[1] COc1ccc(N2CCN(c3ccc(S(=O)(=O)N(C(C)C)C(C)C)cn3)CC2)cc1
→ 13, 74, -2, 11, 3, 2, 10, 0, 17, 3, 5
[6] COc1ccccc1CNC(=O)COC(=O)COc1ccccc1F
→ 17, 4, -5, 9, 1, 7, 3, -6, -1, 24, 7
[11] COc1cccc(C(=O)Nc2ccc(NC(C)=O)cn2)c1
→ -176, -51, -4, -25, -1, 12, -5, 4, -55, -25, 7
[28] COc1ccc2c(CC(=O)OCC(=O)Nc3ccc4c(c3)OCO4)coc2c1
→ -5, 3, -5, -7, 1, 4, -2, -2, 19, 7, 13
[43] COc1cc(OC)cc(-c2nc(-c3cccs3)no2)c1
→ -206, -66, 0, -213, 2, -1, -2, -2, -44, -47, -36
[46] COCC1CCN(C(=O)c2ccc(OC)c(OC3CCN(C(C)C)CC3)c2)CC1
→ -30, 18, -6, -19, nt, -1, -8, 4, -2, -23, 24
[51] COc1ccc(C(=O)NC(=S)NNC(=O)c2ccncc2)cc1Br
→ -10, 1, -3, -4, 2, -2, 23, 7, 9, 12, -36
